CatL inh: inhibitors of human cathepsin L. purified cathepsin L, fluorogenic substrate, fluorescence. 58,000 compounds, 0.17% hits. AID 460. inhibition, %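 (tested at 10 µM)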. P07711; in the data active = inhibition above about 45%;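 note: 0% = enzyme with no compound and 100% = no enzyme blank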
Target sequence (P07711 114-288 limits assumed): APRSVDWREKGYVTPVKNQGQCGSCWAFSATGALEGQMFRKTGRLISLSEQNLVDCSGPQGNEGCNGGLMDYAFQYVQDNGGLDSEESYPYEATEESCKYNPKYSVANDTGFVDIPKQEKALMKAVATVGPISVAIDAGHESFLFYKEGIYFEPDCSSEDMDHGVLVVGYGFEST
Target sequence (P07711 292-333 limits assumed): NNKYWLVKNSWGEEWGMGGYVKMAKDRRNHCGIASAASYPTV
CatG inh: inhibitors of human cathepsin G; P08311; 62,000 compounds, 0.2% hits; purified enzyme, AMC-tetrapeptide fluorescence, pooled mixtures; inhibition, % at 5 µM (by protocol);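 active = inhibition above 20% in each of the two mixture wells holding the compound; inactive = inhibition of 20% or less in either well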;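 note: 0% = enzyme control without mixture and 100% = blank lacking enzyme; strong numbers were not always called active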
FXIIa mix inh: inhibitors of human coagulation factor XIIa, pooled mixtures; P00748; purified FXIIa, fluorogenic substrate; inhibition, % at 5 µM; 62,000 compounds, 0.2% hits;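 note: 0% = enzyme without compound and 100% = no enzyme blank; some results filed as inactive read as strong as hits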
Target sequence (P00748 20-372 limits assumed): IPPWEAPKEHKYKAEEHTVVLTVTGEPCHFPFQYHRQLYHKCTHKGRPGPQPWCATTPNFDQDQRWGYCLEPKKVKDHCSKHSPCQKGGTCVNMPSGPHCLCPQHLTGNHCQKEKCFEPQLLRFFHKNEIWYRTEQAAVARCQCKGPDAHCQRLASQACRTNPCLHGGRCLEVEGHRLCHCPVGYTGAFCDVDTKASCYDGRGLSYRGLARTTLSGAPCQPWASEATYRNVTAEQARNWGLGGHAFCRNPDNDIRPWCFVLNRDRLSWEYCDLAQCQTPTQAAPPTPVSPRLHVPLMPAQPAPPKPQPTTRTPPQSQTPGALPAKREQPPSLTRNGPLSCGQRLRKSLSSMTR
Target sequence (P00748 373-615 limits assumed): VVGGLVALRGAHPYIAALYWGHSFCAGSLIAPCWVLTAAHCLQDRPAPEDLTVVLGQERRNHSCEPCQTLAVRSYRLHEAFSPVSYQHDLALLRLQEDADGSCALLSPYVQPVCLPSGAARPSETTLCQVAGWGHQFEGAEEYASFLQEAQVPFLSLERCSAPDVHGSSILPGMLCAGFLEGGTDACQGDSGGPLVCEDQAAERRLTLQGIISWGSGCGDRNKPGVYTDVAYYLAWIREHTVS
Abs 340nm: absorbance at 340 nm; compound absorbance at 340 nm, fold over control; fold change at 10 µM; 65,000 tested, under 10 active;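 active = at 10 µM dose, initial 340 nm absorbance at least 2 fold that of control wells; inactive = change under 2 fold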;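 note: initial absorbance extrapolated from kinetic A340 decline of NADH oxidation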
CatS block: human cathepsin S inhibition; P25774; recombinant cathepsin S, AMC dipeptide fluorescence, pooled mixtures; inhibition, %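 (tested at 5 µM per compound within 10-compound mixtures)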; 62,000 compounds, 0.06% hits; AID 501; in the data active = inhibition above about 32%, passing the limit was not always enough; inconclusive = no clear call, values can overlap the other calls;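 note: 0% = enzyme without compound and 100% = blank without enzyme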
Target sequence (P25774 115-331 limits assumed): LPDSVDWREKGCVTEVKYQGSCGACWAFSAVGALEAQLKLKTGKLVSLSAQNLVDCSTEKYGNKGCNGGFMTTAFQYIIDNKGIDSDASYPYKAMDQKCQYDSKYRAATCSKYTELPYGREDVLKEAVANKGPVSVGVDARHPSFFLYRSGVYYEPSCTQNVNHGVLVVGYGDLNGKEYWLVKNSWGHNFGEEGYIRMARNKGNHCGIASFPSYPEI
CatB block: blocks human cathepsin B protease activity | inhibition, %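 (tested at 10 µM)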 | purified cathepsin B, fluorogenic substrate, fluorescence | AID 453 | P07858 | 63,000 compounds, 0.1% hits; in the data active = inhibition above about 21%;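 note: 0% = enzyme with no compound and 100% = no enzyme blank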
FXIa mix inh: blocks human factor XIa in pooled compound mixtures; inhibition, % at 5 µM; purified FXIa, fluorogenic substrate; 62,000 compounds, 0.19% hits;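 note: each value is inhibition by a whole ten-compound pool holding the compound; 0% = enzyme with no mixture and 100% = wells lacking enzyme; strong numbers were not always called active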
CatB mix inh: inhibitors of human cathepsin B in compound mixtures; P07858; Purified cathepsin B, AMC dipeptide fluorescence; inhibition, %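 (ten-compound pools at 5 µM per compound and 50 µM total)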; 62,000 compounds, 0.06% hits; in the data active = inhibition above about 22%, passing the limit was not always enough; inconclusive = no clear call, values can overlap the other calls;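 note: 0% = enzyme without compound and 100% = no enzyme blank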
C1s block: blocks human complement C1s protease activity; P09871; purified C1s, fluorogenic AMC substrate, pooled mixtures; mean inhibition % of two 10-compound mixtures (stronger effect = higher value), % at 5 µM (by protocol); 62,000 compounds, 0.16% hits; AID 538;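 active = inhibition above 20% in each of the two 10-compound mixture wells holding the compound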;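 note: 0% = enzyme wells lacking compound mixture and 100% = no-enzyme blank wells; some compounds called inactive have numbers as strong as hits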
* hit, by the source's call; ? = inconclusive; nt = no result given. Cut-off read from the data, not from the text of the source, unless noted: active = inhibition above about 20% (passing the limit was not always enough); inactive = the rest. This is a subset, so the mix of outcomes need not match the whole.

A first look:
The line under a structure holds: CatL inh	CatG inh	FXIIa mix inh	Abs 340nm	CatS block	CatB block	FXIa mix inh	CatB mix inh	C1s block
- Cn1c(=O)c2c(ncn2CC(=O)N2CCc3ccccc3C2)n(C)c1=O
→ 18	2	8	1	10	-2	12	6	-8
- CC(C)c1nc(N2CCOCC2)c(C#N)c2c1CCCC2
→ 4	3	6	1	3	-2	2	-2	2

The whole of this part, from the first entry:
The line under a structure holds: CatL inh	CatG inh	FXIIa mix inh	Abs 340nm	CatS block	CatB block	FXIa mix inh	CatB mix inh	C1s block
- Cn1c(=O)c2c(ncn2CC(=O)N2CCc3ccccc3C2)n(C)c1=O
→ 18	2	8	1	10	-2	12	6	-8
- CC(C)c1nc(N2CCOCC2)c(C#N)c2c1CCCC2
→ 4	3	6	1	3	-2	2	-2	2
- C=CCNC(=O)CN1CCC(O)(c2ccccc2)CC1
→ -11	-14	3	1	-4	1	2	3	-1
- CCn1cc(C(=O)NCc2cccs2)c(=O)c2cc(S(=O)(=O)N3CCOCC3)ccc21
→ 2	3	-16	1	2	4	8	0	-4
- Cc1ccc2c(CNCc3ccco3)cc(=O)oc2c1
→ 14	9	-6	0.99	7	1	1	-10	-8
- CCOC(=O)c1ccc(N2C(=O)c3n[nH]c(C)c3C2c2ccccc2)cc1 (stereo not given)
→ -2	2	5	1	6	-2	4	2	-8
- CCCC(=O)Nc1ccc2c(c1)nc1n2CCSC1
→ -7	4	4	1	-25	6	4	-3	5
- CCOC(=O)c1sc(NCc2ccco2)c(-c2nc3ccccc3s2)c1N
→ 10	-7	4	1.1	1	8	-2	1	-32
- CCCN1C2=NCCN2c2ccccc21
→ 0	1	2	1.1	18	0	7	-1	-4
- COc1ccc(S(=O)(=O)N(CCc2ccccc2)CC(=O)O)cc1OC
→ -4	4	1	1	-5	4	7	1	7
- O=C(Cc1c(F)cccc1Cl)N1CCCC1
→ 3	9	0	1	-2	7	0	5	14
- Cc1cc(=O)n2nc(-c3ccccc3)sc2c1C#N
→ nt	-10	4	1.2	-4	0	5	-4	-33
- CCc1nnc(NC(=O)CSc2nnc(Cc3ccc(OC)cc3)o2)s1
→ 5	10	-13	1	0	3	2	-6	-7
- Clc1ccc(-n2nnnc2-c2ccccc2)cc1
→ -2	-2	1	1	-3	-1	5	3	-1
- CC(C(=O)NCc1ccccc1)N1C(=O)CN(C)C(=O)c2ccccc21 (stereo not given)
→ -3	11	-18	1	-1	5	1	5	10
- COC(=O)Nc1c(-c2ccccc2)nc2ccccn12
→ -8	6	0	1.1	3	5	2	0	-6
- CCOC(=O)N1CCN(C(=O)CSc2nnc(CNC(=O)c3c(F)cccc3Cl)o2)CC1
→ 12	4	-1	1.1	12	-1	29	30	18
- CN(c1ccccc1C(=O)Nc1cccc(C(F)(F)F)c1)S(C)(=O)=O
→ nt	-2	0	1	2	-1	4	5	2
- OC(COc1c(Cl)cc(Cl)cc1Cl)CN1CCCCC1 (stereo not given)
→ -3	-8	2	1	2	-1	1	2	-6
- Cc1cccc(-c2noc(Cc3ccccc3)n2)c1
→ -3	5	0	1	-6	0	2	-3	2
- O=C1CN(CC(=O)N2CCCCC2)c2ccccc2O1
→ -6	9	5	1	-1	2	0	1	5
- COc1ccc2c(c1)OC(O)(C(F)(F)F)CC2=O (stereo not given)
→ 3	11	7	1.1	7	6	3	4	15
- CC(C(=O)NCC1CCCO1)N(C(=O)c1snc(C(N)=O)c1N)c1ccccc1 (stereo not given)
→ -25	12	4	1.1	-3	3	10	6	13
- CC(=O)Nc1cc(-c2nn3c(C)nnc3s2)ccc1C
→ 2	10	3	1	14	4	8	4	12
- O=C(c1cccs1)N1CCC(c2nc3c(nnn3Cc3ccccc3)c(=O)[nH]2)CC1
→ 11	-10	-14	0.99	8	1	0	0	-13
- CCCCSCCCNC(=O)Nc1cccc(OC)c1
→ -8	11	3	1	-5	1	8	2	14
- C/C(=C1\SC(N2CCOCC2)=NC1=O)c1ccccc1
→ 8	0	-9	1.1	0	-2	6	1	3
- O=C(c1csc2c1CCCC2)n1cccn1
→ 5	48*	11	1	9	2	45*	-6	52*
- CC1C=Cc2ccccc2N1C(=O)c1ccccc1 (stereo not given)
→ 3	-3	-14	1	1	-2	0	0	-6
- CC1(C)NC(=O)N(CC(O)COc2ccccc2-c2ccccc2)C1=O (stereo not given)
→ -4	1	1	1	15	-2	3	7	-2
- CCOC(=O)C(NC(=O)Nc1ccc(F)cc1)(OCC)C(F)(F)F (stereo not given)
→ 8	-3	7	1	10	-2	0	3	-26
- Nc1nnc(N2CCCCC2)s1
→ -5	11	0	1	-2	3	13	7	19
- Cc1nn(Cc2ccccc2Cl)c(C)c1C(=O)NCc1ccco1
→ 1	6	3	0.97	9	0	1	0	5
- CC1(C)NC(C)(C)C(O)(C(N)=O)C1=O (stereo not given)
→ 0	-3	3	0.97	-6	-2	-1	0	0
- CC1(C)S[C@@H]2[C@H](NC(=O)[C@H](N)c3ccccc3)C(=O)N2[C@H]1C(=O)O
→ 32	-1	-2	0.98	-7	2	4	3	1
- CCSc1nnc(NC(=O)c2ccc(Br)s2)s1
→ 20	11	-6	1.2	2	5	11	2	11
- COC(=O)c1ccccc1NC(=O)CN1CCN(C23CC4CC(CC(C4)C2)C3)CC1
→ 16	-7	8	1	10	9	7	4	39
- CCOC(=O)C1=C(O)/C(=C/N(C)C)N=C1C
→ 2	-9	2	1.2	-17	3	23	-6	-72
- COc1cccc(NC(=O)CCP(C)(=O)O)c1
→ 11	11	-14	0.96	16	2	6	6	63*
- COc1ccc(CC(=O)n2nc(-c3ccccc3)nc2NCc2ccco2)cc1
→ -8	-6	0	1.1	-15	4	-21	-10	-119
- CCOc1ccc(NC(=O)c2ccncc2)cc1
→ 5	11	2	1	6	3	5	5	7
- CCCCN(C)CCCNC(=O)c1cccc(N2CCCC2=O)c1
→ 5	13	7	1	1	6	-2	5	-13
- Clc1ccc(Cl)c(-c2nn3c(COc4ccccc4)nnc3s2)c1
→ 3	-6	7	0.98	-8	-1	2	-7	-97
- Cc1oc(C(=O)O)cc1CSCc1cc(C(=O)O)c(C)o1
→ -5	-13	7	1	4	1	3	3	-10
- CN1C[N+]([O-])=C(c2ccccc2)C1(C)C
→ 13	0	3	1	21	0	5	-1	-5
- COc1ccccc1C(=O)Nc1ccc2c(c1)nc1n2CCSC1
→ -1	13	3	1.1	6	-2	14	1	4
- COc1ccc(C)cc1NC(=O)c1cc2c(C)nc3ccccc3c2o1
→ -39	-3	-7	1.1	-19	-5	6	-3	-6
- CC(C)N1CCc2c(sc(NC(=O)c3ccc(S(=O)(=O)N4CCOCC4)cc3)c2C(N)=O)C1
→ 2	-2	1	1.1	5	-3	1	2	2
- Cc1c(C(=O)N2CCN(c3ccccc3F)CC2)sc2nc(-c3ccccc3)cn12
→ 18	7	2	1	4	2	1	1	0
- CCCCN(CCCC)CCn1cnc2c([nH]c3ccc(OC)cc32)c1=O
→ -171	11	8	1	-5	7	3	6	2
- Cc1nonc1OCCn1nnnc1N
→ nt	5	3	1	-3	3	-1	-4	-10
- O=C(CCN1C(=O)COc2ccccc21)NCCN1CCc2ccccc2C1
→ -3	1	7	0.95	0	0	4	-2	7
- COc1ccc(NC(=O)c2cnn3c(C(F)(F)F)cc(-c4ccco4)nc23)cc1OC
→ 6	10	-4	1.1	-1	-2	8	2	15
- CCCCCCc1ccc(OCC(=O)O)cc1OCC(=O)O
→ -6	2	6	1	5	-3	10	5	6
- Cn1c(N)c(C(=O)COC(=O)CCC(=O)c2cccs2)c(=O)n(C)c1=O
→ -5	9	18	1	-9	2	5	14	40
- CCOC(=O)c1c(C)c(C(=O)NCc2ccccn2)c(C)n1CC
→ -1	15	11	0.99	-8	-1	9	6	18
- Cn1c(-c2ccc3c(c2)OCO3)cnc1NCc1ccc(Cl)cc1
→ 20	12	-18	1	5	4	4	3	13
- CCN(CC)S(=O)(=O)c1cccc(C(=O)NC(C(=O)NC2=NCCS2)C(C)C)c1 (stereo not given)
→ 0	4	3	1	-15	4	7	2	4
- COCC(=O)N1CCCc2ccccc21
→ 2	-4	-1	1	-5	-1	4	3	0
- Cc1sc(NC(=O)CSc2nnc(COc3ccc(Cl)cc3)n2C)c(C#N)c1C
→ 11	-3	1	1.1	-9	2	4	1	-1

Continuation.
The line under a structure holds: CatL inh	CatG inh	FXIIa mix inh	Abs 340nm	CatS block	CatB block	FXIa mix inh	CatB mix inh	C1s block
- COc1ccccc1C1NC(=O)CS1 (stereo not given)
→ 8	8	2	1	-3	2	-3	0	2
- COc1ccc(NC(=O)CN2CCC(C)CC2)cc1
→ 19	3	11	1	-2	1	7	0	4
- COCCNC(=O)C(c1ccc(C)o1)N(Cc1ccc(F)cc1)C(=O)Cn1nnc2ccccc21 (stereo not given)
→ 3	6	10	0.98	8	2	4	3	11
- Cc1csc(NC(=O)CSc2nnc(-c3ccoc3C)o2)n1
→ 33	6	0	1.1	9	-2	-6	-6	-32
- OC(CN1CCN(c2ccccc2)CC1)c1ccc2c(c1)CCN2 (stereo not given)
→ 7	-13	1	1	-31	-2	-7	-2	-57
- Cc1ccc(NC(=O)NC(=O)CN2C(=O)NC3(CCc4ccccc43)C2=O)c(C)c1 (stereo not given)
→ 1	-11	7	1	2	-1	-2	-5	-16
- C=CCn1c(SCC(=O)c2cccs2)nnc1-c1cccc(OC)c1
→ -1	26	10	0.98	6	-4	21	9	4
- Cc1ccc(N(C(=O)C2CCCC2)C2C=CS(=O)(=O)C2)cc1C (stereo not given)
→ 4	-9	-26	1	-9	-3	-7	-3	-154
- CC(C)Sc1nc2c(c(=O)n1C)SC(C)C2 (stereo not given)
→ nt	6	-3	1.1	-3	2	7	4	14
- Cc1cc(=O)oc(C)c1C(=O)NCCCN1C(C)CCCC1C (stereo not given)
→ 6	7	9	1.2	3	4	0	4	11
- O=C(COC(=O)c1cccc(C(=O)OCC(=O)NC2CCCCC2)n1)NC1CCCCC1
→ -8	-1	7	1	7	-4	0	3	-10
- CCN(CC)S(=O)(=O)c1ccc(Oc2cccc(C(C)=O)c2)nc1
→ 27	4	-1	1	16	7	3	1	46
- CC(C)N1C(=O)c2ccccc2C1C(=O)NC1CCCCCC1 (stereo not given)
→ 0	-4	11	1.1	-3	1	9	-3	1
- Cc1cc(C(=O)OCC(=O)Nc2cc(C)on2)c2ccccc2n1
→ 8	-2	15	1.1	-8	0	8	1	-23
- CCOCCCNC(=O)C(NC(=O)c1ccc2c(c1)OCO2)c1ccc(OC)cc1 (stereo not given)
→ -4	5	-16	1	6	3	4	3	-2
- NC(Cc1ccc2nonc2c1)C(=O)O (stereo not given)
→ -4	-35	2	1.1	-11	7	-22	-6	-95
- O=C(N1CCN(Cc2ccc3c(c2)OCO3)CC1)C12CC3CC(CC(C3)C1)C2
→ 25	11	13	1	1	-1	6	6	10
- COc1ccccc1OC(=O)C1CC(=O)N(c2ccc(Cl)cc2)C1 (stereo not given)
→ -7	10	-17	1	-1	3	6	2	14
- CN1C(=O)NC(NC(=O)C2CCCCC2)(C(F)(F)F)C1=O (stereo not given)
→ -3	7	9	0.96	-9	-1	-2	-10	-15
- COc1cccc(NC(=O)c2oc3ccccc3c2NC(=O)c2ccc3c(c2)OCO3)c1
→ 0	6	-2	1.1	1	0	8	3	-11
- COc1ccc(S(=O)(=O)N2Cc3ccccc3CC2C(=O)Nc2ccc(O)cc2)cc1OC (stereo not given)
→ -6	6	2	0.98	-5	1	-6	-6	-15
- CCOC(=O)Cc1csc(NC(=O)CSc2ncnc3c2cnn3-c2ccc(OC)cc2)n1
→ 0	-26	5	0.99	11	7	-20	-1	-55
- COc1cc(NC(=O)C23CC4CC(C2)CC(n2nnc(C)n2)(C4)C3)c(OC)cc1Cl
→ 12	23	0	1	?	8	5	3	11
- O=C(CCCN1C(=O)c2ccccc2C1=O)Oc1ccc(F)cc1
→ 5	0	4	1	-9	0	5	-4	-22
- CCn1c(=O)c(C(C)=O)nc2ccccc21
→ 2	15	4	1.1	0	-4	9	4	22*

From PubChem BioAssay
